OPRM1-OPRD1 inv = inverse agonist of human OPRM1-OPRD1 heterodimerization | P35372+P41143 | cell-based MOR-DOR heterodimer luminescence, inverse agonism | inhibition, % at 9.3 µM | actives 0.21% (n = 340,000); in the data active = inhibition above about 22%, passing the limit was not always enough;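 note: 0% = cells with DMSO and 100% = wells without cells with DMSO; values of inactives mirror those of a sister screen read the other way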
Target sequence (P35372 whole entry, looked up): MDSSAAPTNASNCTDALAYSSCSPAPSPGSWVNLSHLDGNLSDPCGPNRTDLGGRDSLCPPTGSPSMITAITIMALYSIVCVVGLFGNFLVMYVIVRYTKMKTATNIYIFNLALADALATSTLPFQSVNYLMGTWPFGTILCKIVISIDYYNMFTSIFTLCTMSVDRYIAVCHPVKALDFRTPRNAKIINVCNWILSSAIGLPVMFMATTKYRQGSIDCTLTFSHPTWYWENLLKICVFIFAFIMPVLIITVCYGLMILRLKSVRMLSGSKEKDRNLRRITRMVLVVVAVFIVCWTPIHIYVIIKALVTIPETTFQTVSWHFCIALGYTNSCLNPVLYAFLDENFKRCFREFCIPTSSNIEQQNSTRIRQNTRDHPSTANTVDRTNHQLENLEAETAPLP
Target sequence (P41143 whole entry, looked up): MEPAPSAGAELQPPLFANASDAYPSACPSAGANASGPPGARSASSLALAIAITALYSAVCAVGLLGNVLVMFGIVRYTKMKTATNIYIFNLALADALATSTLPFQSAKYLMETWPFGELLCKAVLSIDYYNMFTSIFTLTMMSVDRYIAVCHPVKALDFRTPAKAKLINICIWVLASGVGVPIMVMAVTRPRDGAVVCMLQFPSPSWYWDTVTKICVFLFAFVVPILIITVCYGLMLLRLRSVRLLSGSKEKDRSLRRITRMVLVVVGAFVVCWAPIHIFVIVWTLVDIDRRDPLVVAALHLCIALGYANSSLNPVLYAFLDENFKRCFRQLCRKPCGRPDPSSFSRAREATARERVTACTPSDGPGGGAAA
LANA DNA inh = blocks KSHV LANA C-terminal domain binding to DNA. MBP-C-LANA/FAM-LBS DNA binding, fluorescence polarization. inhibition, % at 9 µM. actives 0.078% (n = 340,000);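 active = highest replicate inhibition at or above 60% at 9 µM, even if other replicates fall short; inactive = all replicates below 60% inhibition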;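 note: 0% = neutral control wells and 100% = 4 µM acridine orange control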
Wnt act = activates Wnt/beta-catenin signaling in a reporter cell assay. activation, % at 9.35 µM. AID 743398. activator, plate reader. actives 1.2% (n = 300,000); in the data active = activation above about 30%, passing the limit was not always enough;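 note: 0% = neutral control wells and 100% = positive control wells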
cardiac RTF act = increases calcium sensitivity of human cardiac regulated thin filaments. IANBD-labeled TnC RTF fluorescence at EC20 calcium; 0% EC20 calcium, 100% full calcium. activation, % at 7.2 µM. actives 0.24% (n = 340,000). AID 493008;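 active = activation above the mean over all tested compounds plus 3 SD, cut at about 30% in these data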;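 note: rise in fluorescence read as greater calcium sensitivity of cardiac thin filaments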
Arr AP2 block = human beta-arrestin and AP2 interaction inhibition; inhibition, % at 10 µM; actives 0.31% (n = 340,000); FITC-arrestin peptide / GST-AP2 beads, flow cytometry; AP2 beta2 appendage carries R879A mutation;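 active = inhibition above a set limit, near 3 SD of compounds lacking own fluorescence, cut at about 54% in these data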;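 note: plate controls were DMSO wells for no effect and 5 µM unlabelled arrestin peptide for full effect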
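Material – AP2 appendage R879A on GSH beads · Buffer or medium – PBS with 0.05% Tween 20 and 0.1% BSA · Probe or stimulus – fluorescein-tagged arrestin peptide at 50 nM final · Incubation – compound with beads 12 min RT, then probe 1 h RT · Detection – high-throughput flow cytometry of beads, ex 488, em 535 nm · Evaluation – percent response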
DSG3 Ab inh = blocks pemphigus antibody binding to human desmoglein-3 | P32926 | DSG3-coupled beads, scFv-anti-DSG3-GFP binding, flow cytometry; active compounds read low | binding (percent of control), % at 10 µM | actives 0.48% (n = 310,000) | AID 588358;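 active = binding more than 3 SD below its plate's average and above zero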;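 note: hits lower antibody fragment binding to DSG3; some compounds called inactive have numbers as strong as hits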
Cardiac RTF inh = cardiac RTF calcium desensitization; P19429+P45379; IANBD-labeled cardiac RTF, Ca2+ fluorescence; inhibition, % at 7.15 µM; actives 0.12% (n = 340,000);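 active = inhibition above the mean inhibition of all tested compounds plus 3 SD, cut at about 17% in these data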;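 note: assay run at fixed EC70 calcium of 1.6 mM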
V-ATPase pH = yeast V-ATPase proton transport regulation by pHLuorin. S. cerevisiae, pHLuorin cytosolic pH fluorescence. response, % at 10 µM. actives 0.37% (n = 350,000). AID 504577; in the data active = response mostly above about 7.3%, no sharp cut-off; inactive = mostly below about 5.4%; note: actives read high; inactives centre near 0; some compounds called inactive have numbers as strong as hits; reference of the scale not given here
Keap1 Nrf2 FP = inhibitors of human Keap1-Nrf2 protein-protein interaction; Q14145; Keap1 Kelch-Nrf2 peptide fluorescence polarization, 1536-well; inhibition, % at 9.4 µM; actives 0.15% (n = 340,000); AID 504523; in the data active = inhibition above about 12%;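 note: human Keap1 Kelch domain with fluorescein labeled Nrf2 9mer peptide probe; 0% = neutral control wells and 100% = peptide positive control; higher means more block of Keap1 binding to Nrf2 peptide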
MOR-DOR ag = OPRM1-OPRD1 heterodimerization agonism | cells, luminescence | activation, % at 9.3 µM | actives 0.3% (n = 340,000) | AID 504326; in the data active = activation above about 18%;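 note: 0% = vehicle-treated cells and 100% = reference agonist; values of inactives mirror those of a sister screen read the other way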
Numbers without * were called inactive; nt = no result given.

nr	SMILES	DSG3 Ab inh	cardiac RTF act	V-ATPase pH	Keap1 Nrf2 FP	Arr AP2 block	MOR-DOR ag	Wnt act	Cardiac RTF inh	LANA DNA inh	OPRM1-OPRD1 inv
1	CC(=O)NC(=S)Nc1cc(C(=O)O)ccc1Cl	98.9	1.9	-2.2	0.3	18.4	-3.8	0.6	-0.4	0.3	19.8
2	O=C(CN1CCN(c2ccc(O)cc2)CC1)N(C1CC1)C1CCS(=O)(=O)C1 (centres undefined)	107.5	-2.8	2.1	-2.0	17.6	-3.7	1.6	-3.8	-0.1	14.3
3	CC(C)CN(C(=O)COC(=O)C12CC3CC(CC(Cl)(C3)C1)C2)c1c(N)n(Cc2ccccc2)c(=O)[nH]c1=O	93.8	-12.1	0.6	-0.4	0.7	-2.7	-2.6	-1.9	-0.1	17.5
4	COc1cccc(C(=O)Nc2nnc(S(=O)(=O)N3CCCCC3)s2)c1	99.3	9.0	3.6	-1.2	4.0	2.1	-1.8	1.9	1.2	-12.6
5	Cc1c(Br)c([N+](=O)[O-])nn1C(C)C(=O)Nc1ccc2c(c1)OCO2 (centres undefined)	97.3	1.9	-0.9	6.0	21.2	-0.3	-4.9	-0.8	-1.1	1.8
6	Cc1ccccc1OCC(O)Cn1c(=N)n(Cc2ccccc2)c2ccccc21 (centres undefined)	92.0	-1.9	0.3	-1.0	4.8	31.1*	-0.7	-5.2	-1.1	-154.7
7	COc1ccc(NC(=O)c2ccc(N3C(=O)C4CC=C(C)CC4C3=O)cc2)c(OC)c1 (centres undefined)	95.2	1.5	-1.9	-3.5	-9.1	-4.0	-11.6	4.0	-1.2	18.2
8	OC1COC(OCC2OC(OCc3ccccc3)C(O)C(O)C2O)C(O)C1O (centres undefined)	101.6	-4.2	-0.2	0.1	10.5	-2.6	-1.2	0.0	4.2	13.2
9	CSc1ccc(C(=S)N2CCCC2)cc1	108.9	-8.1	3.5	-6.6	8.9	-2.4	3.5	1.3	0.8	11.2
10	CC(=O)CC(c1ccccc1)S(=O)(=O)c1ccc([N+](=O)[O-])cc1 (centres undefined)	279.9	-3.9	1.4	-8.3	-15.2	-3.2	0.1	-8.6	1.3	17.5
11	NC(N)=NN=C1CCC(c2ccccc2)CC1 (centres undefined)	123.2	-3.5	1.4	-0.3	-5.9	8.3	-1.5	-4.3	0.9	-68.4
12	COc1ccccc1C(O)(C(=O)N(NC(C)=O)c1ccccc1)c1ccccc1OC	102.6	-2.0	-0.8	0.6	0.0	-3.4	1.2	0.6	0.6	16.1

(listing goes on)
nr	SMILES	DSG3 Ab inh	cardiac RTF act	V-ATPase pH	Keap1 Nrf2 FP	Arr AP2 block	MOR-DOR ag	Wnt act	Cardiac RTF inh	LANA DNA inh	OPRM1-OPRD1 inv
13	CCOC(=O)c1nn(-c2ccc(F)cc2)c(-c2ccccc2)c1C(=O)c1ccccc1	106.0	0.3	-9.9	1.7	1.8	1.8	nt	-3.9	-1.7	-10.5
14	CCOc1ccc(Nc2ccnc3cc(Cl)ccc23)cc1	92.1	3.8	4.6	-1.5	-0.8	1.4	8.2	7.8	-0.8	-7.7
15	CC(=O)Nc1ccc(S(=O)(=O)NCCc2cn3nc(C)c(C)nc3n2)cc1	92.6	-5.8	1.8	-3.0	25.2	-1.3	0.4	8.3	0.0	7.1
16	CCCCCCCN(C(=O)CCl)c1cccc(C)c1	126.0	4.7	-2.6	4.7	0.0	79.3*	nt	-15.4	-1.2	-426.3
17	CCc1ccc2nc(NC(=O)CSCc3c(C)noc3C)sc2c1	nt	0.4	0.8	-7.9	5.3	5.2	29.1	5.6	1.5	-31.4
18	Cc1cnc(NC(=O)CSc2ncc(-c3ccccc3)n2Cc2ccco2)s1	106.4	-2.4	4.6	-8.1	3.6	-1.3	-6.3	5.3	2.1	8.3
19	O=C(O)CCn1cc(/C=N/O)c(-c2cccc([N+](=O)[O-])c2)n1	104.4	-1.0	2.5	-0.4	23.2	-2.3	-0.7	-1.9	0.3	12.8
20	CC1CC(c2ccccc2)n2nc(NC(=O)c3cccs3)nc2N1 (centres undefined)	100.5	-1.8	-0.6	2.6	-16.1	-1.7	nt	-10.1	-1.5	7.9
21	CCCCCCC(C)n1[nH]c(=O)cc1N (centres undefined)	99.5	-2.2	1.1	0.5	5.7	-3.0	-12.2	-10.4	-1.1	16.1
22	CCN1CCN(C(=O)C2CCN(Cc3nc(-c4cccc(Cl)c4)oc3C)CC2)CC1	108.6	7.4	2.5	-3.5	-2.0	-0.8	-3.1	3.2	-0.5	4.1
23	COCCCNC(=O)/C(C#N)=C/c1ccc(F)cc1	106.1	0.0	-2.1	5.9	-10.1	1.0	-0.3	-15.6	1.3	-4.7
24	O=C(Cn1cccn1)N1CCCC(N2CCN(c3ccccc3F)CC2)C1 (centres undefined)	106.9	5.2	2.5	-5.6	-35.2	-2.1	-1.4	-4.4	-0.4	11.9

Reprinted at random: 2 entries already listed, in no set order.
nr	SMILES	DSG3 Ab inh	cardiac RTF act	V-ATPase pH	Keap1 Nrf2 FP	Arr AP2 block	MOR-DOR ag	Wnt act	Cardiac RTF inh	LANA DNA inh	OPRM1-OPRD1 inv
19	O=C(O)CCn1cc(/C=N/O)c(-c2cccc([N+](=O)[O-])c2)n1	104.4	-1.0	2.5	-0.4	23.2	-2.3	-0.7	-1.9	0.3	12.8
2	O=C(CN1CCN(c2ccc(O)cc2)CC1)N(C1CC1)C1CCS(=O)(=O)C1 (centres undefined)	107.5	-2.8	2.1	-2.0	17.6	-3.7	1.6	-3.8	-0.1	14.3

Later entries:
nr	SMILES	DSG3 Ab inh	cardiac RTF act	V-ATPase pH	Keap1 Nrf2 FP	Arr AP2 block	MOR-DOR ag	Wnt act	Cardiac RTF inh	LANA DNA inh	OPRM1-OPRD1 inv
25	O=C(O)Cn1cc(/C=C2/NC(=O)N(c3ccc(Cl)cc3)C2=O)c2ccccc21	109.4	4.3	0.6	-1.7	1.9	-1.5	1.3	1.4	-1.2	8.7
26	COc1cccc(-c2nc(COc3ccc(Cl)cc3Cl)no2)c1	nt	5.7	7.7	-3.7	-3.4	-2.0	2.4	2.7	-0.9	10.2
27	Cc1ccccc1OCc1nc2ccccc2c(=O)n1N	106.4	-0.6	-2.7	2.4	1.9	-2.2	-3.5	-16.7	-0.2	9.3
28	Oc1cccc(C=Nc2cccc3ccccc23)c1O	111.2	-7.2	3.5	0.0	4.7	16.3	-2.8	5.9	-1.2	-77.8
29	Cc1cc(OCC(=O)N2CCOCC2)c(C(C)C)cc1Cl	101.8	-0.6	-5.3	2.5	7.5	-2.3	nt	-15.9	-0.9	12.8
30	CCOc1cc(S(=O)(=O)Nc2ccccc2CC)ccc1Cl	97.3	3.9	1.6	3.9	16.8	6.1	nt	-3.2	0.9	-32.8
31	CN(Cc1cc2ccccc2[nH]c1=O)C(=O)COc1ccccc1	95.2	-4.3	-0.9	2.2	6.4	-1.8	50.1*	8.2	-0.1	9.3
32	Fc1ccccc1Nc1nc(NCc2ccco2)nc(N2CCOCC2)n1	87.8	-1.1	-4.0	1.8	18.7	0.6	-5.7	-4.2	-0.7	-4.5
33	Cc1cccc(NC(=O)c2c(F)c(F)c(F)c(F)c2F)c1	95.2	-8.7	0.8	0.8	-2.1	0.5	-0.5	4.6	-0.8	-2.7
34	C/C(=N\N=C(c1ccccc1)c1ccccc1)c1cccs1	101.5	10.4	4.3	-2.8	5.8	3.2	nt	-10.2	5.0	-20.3
35	CC(C)c1nc2c(c(=O)c3ccccc3n2C)c(=O)n1CCc1ccccc1	98.3	nt	0.5	nt	32.9	nt	-4.6	nt	nt	nt
36	CNc1ccc(C(=O)c2ccccc2C(=O)O)cc1[N+](=O)[O-]	104.5	1.9	1.9	-3.2	7.5	1.2	-1.2	1.3	0.5	-6.2

(listing goes on)
nr	SMILES	DSG3 Ab inh	cardiac RTF act	V-ATPase pH	Keap1 Nrf2 FP	Arr AP2 block	MOR-DOR ag	Wnt act	Cardiac RTF inh	LANA DNA inh	OPRM1-OPRD1 inv
37	Cc1ccc(C(=O)NCC(C)NC(=O)c2ccc(C)c([N+](=O)[O-])c2)cc1[N+](=O)[O-] (centres undefined)	106.3	-5.7	0.8	-3.4	1.7	-3.7	-2.8	-5.6	-2.1	18.7
38	Cc1nc(N2CCCCC2)nc(N2CCCCC2)c1C=O	105.6	-0.3	6.8	-0.9	11.0	-1.1	0.2	-2.1	1.4	5.6
39	O=C1CC(c2ccco2)Cc2nc(Nc3ccc(F)cc3)ncc21 (centres undefined)	nt	0.0	0.6	-2.9	-0.6	-1.7	nt	1.2	-1.1	7.2
40	CC(C)C[C@H](NC(=O)N1CC(=O)Nc2ccccc21)C(=O)N1CCC(C(=O)O)CC1	99.4	3.3	0.4	3.3	-1.2	-1.4	0.2	1.4	0.1	7.7
41	CCc1c(N)nc(N)nc1Nc1ccccc1Cl	97.9	-5.4	6.3	-5.0	-7.4	-0.2	-1.2	-5.8	1.1	0.7
42	CCOC(=O)C(=Cc1ccc(-n2ccnc2)cc1)C(=O)OCC	100.7	-1.2	0.2	-37.3	-7.2	1.1	55.6*	1.8	1.7	-5.5
43	COc1ccccc1CN1CCNC(=O)C1CC(=O)O (centres undefined)	102.4	9.0	-1.6	-3.5	18.7	-3.9	-0.9	-1.0	0.2	19.4
44	CC(C)c1ccc(/C=C/C2=NNC(=O)CC2)cc1	78.3	-7.7	-0.3	-0.6	34.7	-0.8	16.6	3.6	-0.1	4.2
45	CC1CCCCC1NC(=O)/C(C#N)=C/c1ccccc1F (centres undefined)	95.8	-0.5	-1.2	-5.1	2.4	1.8	-0.6	-33.9	1.0	-12.6
46	Cc1nn(C(C)(C)C)c(NC(=O)c2ccccc2)c1C#N	94.9	5.6	-4.5	-1.3	-10.9	0.4	-1.3	-12.1	-0.3	-1.9
47	CCC(C)N=Cc1c(NCc2ccco2)nc2c(C)cccn2c1=O (centres undefined)	100.9	-0.6	0.7	0.9	-10.1	-2.3	-5.9	7.2	-3.4	14.4
48	Cc1ccc(C2c3c(-c4ccccc4O)n[nH]c3C(=O)N2Cc2ccncc2)cc1 (centres undefined)	98.5	-2.1	4.4	1.6	19.9	-2.1	nt	-6.5	-1.9	13.4
49	COc1ccc(CN2C3CCCC2CC(NC(=O)/C=C/c2ccccc2)C3)cc1 (centres undefined)	nt	6.3	2.5	-4.7	-4.1	-1.2	-1.9	-5.3	0.4	5.9
50	COc1ccccc1CNC(=O)Cn1nnc(-c2ccncc2)n1	74.7	0.6	-1.1	1.7	2.5	-1.1	nt	-4.7	1.3	6.6
